Screening results: PubChem, Sanford-Burnham Center for Chemical Genomics
Apaf-1 inh: inhibitors of human Apaf-1 apoptosome | O14727 | reconstituted apoptosome caspase-3 activity, DEVD-Rh110 fluorescence | inhibition, % at 20 µM | 330,000 tested, 0.71% active; active = inhibition of at least 40% at 20 µM;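 note: plate controls were DMSO wells for no effect and DEVD-CHO caspase inhibitor wells for full effect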
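System: reconstituted apoptosome with Apaf-1, cytochrome c, caspase-9, procaspase-3, dATP; Signal: Rh110 fluorescence intensity; Schedule: 30 min compound preincubation, 50 min activation, room temperature; Reagent: cytochrome c trigger plus (Z-DEVD)2-Rh110 caspase-3 substrate.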
ATG4B inhibitor: ATG4B (human) cysteine protease inhibition. Q9Y4P1. ATG4B cleavage of LC3-PLA2, NBD-HPC fluorescence, 1 h. inhibition, % at 8.33 µM. 340,000 tested, 0.51% active. AID 504462; in the data active = inhibition above about 40%
Target sequence (Q9Y4P1 whole entry, looked up): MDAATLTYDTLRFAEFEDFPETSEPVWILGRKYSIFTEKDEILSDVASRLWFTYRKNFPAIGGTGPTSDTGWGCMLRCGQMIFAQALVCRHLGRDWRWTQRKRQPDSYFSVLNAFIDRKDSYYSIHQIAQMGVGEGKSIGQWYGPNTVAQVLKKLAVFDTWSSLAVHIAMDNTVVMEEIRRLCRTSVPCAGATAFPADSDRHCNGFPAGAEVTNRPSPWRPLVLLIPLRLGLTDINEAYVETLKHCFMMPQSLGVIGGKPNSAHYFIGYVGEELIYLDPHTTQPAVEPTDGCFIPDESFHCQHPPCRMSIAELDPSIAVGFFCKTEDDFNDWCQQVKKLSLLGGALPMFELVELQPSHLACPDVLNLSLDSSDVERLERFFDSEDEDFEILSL
TIM10 inh: TIM10 yeast growth inhibition | S. cerevisiae TIM10 strain growth, BacTiter-Glo luminescence, 24 h | inhibition, % at 10 µM | 330,000 tested, 1.4% active;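 active = inhibition of 40% or more at the single tested concentration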;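 note: wild-type TIM10 isogenic control strain grown at permissive 25 °C; 0% = DMSO yeast wells and 100% = minimal medium wells without yeast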
mIAP inh: mouse IAP inhibition | purified mouse IAP, CDP-Star luminescence, 30 min | inhibition, % at 10 µM | 330,000 tested, 0.2% active;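 active = inhibition of at least 40% at 10 µM in the primary screen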;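 note: plate controls were DMSO with enzyme for no effect and no enzyme wells for full effect; values of inactives mirror those of a sister screen read the other way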
hIAP act: increases human intestinal alkaline phosphatase activity; P09923; purified human IAP, CDP-Star luminescence, 30 min; active compounds read high; 1 = vehicle-only enzyme, 0 = enzyme-free background; activation factor at 10 µM; 330,000 tested, 0.16% active; AID 2524;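 active = activation factor of the enzyme at least 2-fold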; note: the source names both 10 and 20 µM as test concentration; values of inactives mirror those of a sister screen read the other way
Target sequence (P09923 whole entry, looked up): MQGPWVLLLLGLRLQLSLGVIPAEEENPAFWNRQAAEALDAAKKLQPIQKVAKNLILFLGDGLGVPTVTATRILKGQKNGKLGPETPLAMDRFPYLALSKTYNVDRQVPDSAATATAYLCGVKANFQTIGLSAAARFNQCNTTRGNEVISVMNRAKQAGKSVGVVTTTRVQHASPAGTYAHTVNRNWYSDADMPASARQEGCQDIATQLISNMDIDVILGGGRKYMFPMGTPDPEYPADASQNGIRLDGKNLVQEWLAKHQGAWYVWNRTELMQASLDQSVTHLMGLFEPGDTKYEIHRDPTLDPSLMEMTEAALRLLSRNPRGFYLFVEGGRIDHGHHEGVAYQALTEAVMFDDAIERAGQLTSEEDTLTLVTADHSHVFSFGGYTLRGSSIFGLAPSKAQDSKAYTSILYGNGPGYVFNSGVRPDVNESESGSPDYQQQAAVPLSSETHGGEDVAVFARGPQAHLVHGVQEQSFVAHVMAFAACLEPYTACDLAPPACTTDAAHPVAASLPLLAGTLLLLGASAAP
hIAP inh: human IAP inhibition; purified IAP, CDP-Star luminescence, 30 min; AID 2544; 330,000 tested, 0.12% active; P09923; inhibition, % at 10 µM;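 active = inhibition reaching a set limit with compound at 10 µM in the primary screen, cut at about 35% in these data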;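 note: plate controls were DMSO wells with enzyme for no effect and no-enzyme buffer wells for full effect; values of inactives mirror those of a sister screen read the other way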
mIAP act: increases mouse intestinal alkaline phosphatase activity | muIAP, CDP-Star luminescence, 30 min; active compounds read high; 1 = vehicle-only enzyme signal, 0 = enzyme-free wells | activation factor at 10 µM | 330,000 tested, 0.24% active;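 active = activation factor of at least 2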; note: the source names both 10 and 20 µM as test concentration; values of inactives mirror those of a sister screen read the other way
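Assay system: mouse IAP enzyme; Reagent: CDP-Star chemiluminescent phosphatase substrate; Compound: DMSO-dissolved test compounds; Incubation: 30 min, room temperature; Technique: luminescence from enzymatic CDP-Star hydrolysis; Controls: DMSO-only wells and no-enzyme negative control.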
NLRP3 yeast inh: inhibitors of NALP3 inflammasome in yeast; inhibition, % at 10 µM; AID 2825; Yeast reconstituted NLRP3/ASC/caspase-1, beta-gal luminescence, 24 h; 330,000 tested, 0.39% active;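 active = inhibition of 50% or more; inactive = inhibition below 50%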;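 note: plate controls were induced DMSO wells for no effect and uninduced yeast grown without galactose for full effect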
tim10-1 inh: growth inhibitors of tim10-1 mutant yeast. inhibition, % at 20 µM. AID 463190. 330,000 tested, 2.2% active. S. cerevisiae tim10-1 ts strain growth, BacTiter-Glo, 24 h;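 active = inhibition of at least 40%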;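 note: mutant grown at 25 °C; 0% = DMSO wells with yeast and 100% = wells holding no yeast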
The depositor's hits bear a star.

Screening CN(C)C(=O)c1cn(-c2ccccc2)nc1-c1cc2ccccc2oc1=O returned Apaf-1 inh -1.0, ATG4B inhibitor -12.6, TIM10 inh 21.0, mIAP inh -1.6, hIAP act 0.864, hIAP inh 13.6, mIAP act 1.02, NLRP3 yeast inh 5.9 and tim10-1 inh 23.5.
COc1cc(CNC(=O)c2cc3ccccc3oc2=O)cc(OC)c1OC was read as Apaf-1 inh -16.6, ATG4B inhibitor 0.8, TIM10 inh 14.0, mIAP inh -2.0, hIAP act 1.12, hIAP inh -12.2, mIAP act 1.02, NLRP3 yeast inh 4.5 and tim10-1 inh 11.8.
For COc1ccccc1C(=O)C1CCCN(Cc2cccc(OCCO)c2)C1 (stereo not given) the results were Apaf-1 inh -10.2, ATG4B inhibitor 3.6, TIM10 inh -4.6, mIAP inh -3.2, hIAP act 1.14, hIAP inh -13.9, mIAP act 1.03, NLRP3 yeast inh 13.7 and tim10-1 inh -6.4.
`CC(=O)Nc1ccc(/C=C(\C#N)C(=O)NCc2ccccc2)cc1` gave Apaf-1 inh 5.6, ATG4B inhibitor -12.3, TIM10 inh 21.4, mIAP inh -8.8, hIAP act 1.11, hIAP inh -10.9, mIAP act 1.09, NLRP3 yeast inh -11.1 and tim10-1 inh 39.4.
For C/C(=N\NC(=O)Cc1ccc(F)cc1)c1ccc(O)cc1 the results were Apaf-1 inh -2.2, ATG4B inhibitor -7.8, TIM10 inh 6.0, mIAP inh -3.3, hIAP act 0.983, hIAP inh 1.7, mIAP act 1.03, NLRP3 yeast inh 1.6 and tim10-1 inh 10.6.
Cc1nc2ccc(NC(=O)c3cccc(S(=O)(=O)N(C)c4ccccc4)c3)cc2s1 was read as Apaf-1 inh 8.7, ATG4B inhibitor 2.0, TIM10 inh 11.6, mIAP inh 4.7, hIAP act 0.944, hIAP inh 5.6, mIAP act 0.953, NLRP3 yeast inh 16.7 and tim10-1 inh 25.2.
For O=C(Oc1c(CN2CCOCC2)cc(Cl)c2cccnc12)c1ccccc1Br the results were Apaf-1 inh 15.3, ATG4B inhibitor -7.7, TIM10 inh -0.1, mIAP inh 7.8, hIAP act 1.09, hIAP inh -8.9, mIAP act 0.922, NLRP3 yeast inh 16.3 and tim10-1 inh 20.6.
Screening CCN(Cc1ccc2c(c1)OCO2)C(=O)CSc1nc(C)nc2sc(C)c(C)c12 returned Apaf-1 inh 14.3, ATG4B inhibitor 58.4*, TIM10 inh -0.3, mIAP inh -0.9, hIAP act 0.937, hIAP inh 6.3, mIAP act 1.01, NLRP3 yeast inh 25.7 and tim10-1 inh 12.2.
`CCN(CC)C(=O)c1cccc(NC(=O)c2ccccc2OCc2c(C)noc2C)c1` gave Apaf-1 inh -6.2, ATG4B inhibitor -0.2, TIM10 inh 8.7, mIAP inh 3.2, hIAP act 0.925, hIAP inh 7.4, mIAP act 0.968, NLRP3 yeast inh 3.9 and tim10-1 inh 16.1.
NC(=O)C1CCCN(CC(O)COCc2ccc(Cl)cc2)C1 (stereo not given) was read as Apaf-1 inh 1.3, ATG4B inhibitor -0.1, TIM10 inh -16.5, mIAP inh 5.8, hIAP act 0.914, hIAP inh 8.6, mIAP act 0.942, NLRP3 yeast inh 4.7 and tim10-1 inh -1.7.
CCSc1nnc(NC(=O)[C@@H](NC(=O)c2ccccc2)C(C)C)s1 was read as Apaf-1 inh 9.2, ATG4B inhibitor 16.2, TIM10 inh 20.2, mIAP inh -1.2, hIAP act 0.993, hIAP inh 0.7, mIAP act 1.01, NLRP3 yeast inh 17.3 and tim10-1 inh -0.1.
`O=c1c2ccccc2c(C=Nc2ccc(O)cc2)c(O)n1Cc1ccccc1` gave Apaf-1 inh 7.1, ATG4B inhibitor -9.6, TIM10 inh 19.0, mIAP inh 14.4, hIAP act 0.868, hIAP inh 13.2, mIAP act 0.856, NLRP3 yeast inh 16.5 and tim10-1 inh 20.6.
Cc1ccc(S(=O)(=O)NCCNc2ccc([N+](=O)[O-])cc2C(F)(F)F)cc1 was read as Apaf-1 inh 21.8, ATG4B inhibitor -13.3, TIM10 inh 18.7, mIAP inh -2.9, hIAP act 1.12, hIAP inh -11.8, mIAP act 1.03, NLRP3 yeast inh 13.6 and tim10-1 inh 37.7.
`O=C(N/N=C/c1ccco1)c1ccn[nH]1` gave Apaf-1 inh -2.1, ATG4B inhibitor 3.9, TIM10 inh -0.8, mIAP inh -0.1, hIAP act 1.03, hIAP inh -3.3, mIAP act 1, NLRP3 yeast inh 7.2 and tim10-1 inh 6.1.
Fc1c(F)c(C(F)(F)F)c(F)c(F)c1N/N=C\c1cccs1 was read as Apaf-1 inh 10.3, ATG4B inhibitor 14.6, TIM10 inh 37.2, mIAP inh 1.6, hIAP act 0.946, hIAP inh 5.4, mIAP act 0.984, NLRP3 yeast inh 8.3 and tim10-1 inh 47.2*.
COc1cc(/C=C/C(=O)O[C@H]2[C@H](O[C@@H]3O[C@@H](C)[C@H](O)[C@@H](O)[C@H]3O)[C@@H](O)[C@H](OCCc3ccc(O)c(OC)c3)O[C@@H]2CO)ccc1O was read as Apaf-1 inh 6.4, ATG4B inhibitor -6.1, TIM10 inh 4.7, mIAP inh -3.3, hIAP act 1.31, hIAP inh -31.2, mIAP act 1.03, NLRP3 yeast inh -8.9 and tim10-1 inh 20.0.
Screening CCCc1cc(C(=O)NCc2cccs2)no1 returned Apaf-1 inh 1.3, ATG4B inhibitor 4.1, TIM10 inh -7.9, mIAP inh 10.8, hIAP act 0.928, hIAP inh 7.2, mIAP act 0.892, NLRP3 yeast inh 31.7 and tim10-1 inh -8.2.
For Cc1cc(C)nc(-n2nc(C)cc2NC(=O)c2ccc(S(=O)(=O)N3CCOCC3)cc2)n1 the results were Apaf-1 inh -9.9, ATG4B inhibitor 4.8, TIM10 inh 11.5, mIAP inh 8.1, hIAP act 0.889, hIAP inh 11.1, mIAP act 0.919, NLRP3 yeast inh 2.4 and tim10-1 inh 4.8.
O=C(c1cc(-c2ccc(Cl)cc2)n(-c2ccc(Cl)cc2)n1)N1CCOCC1 was read as Apaf-1 inh 22.2, ATG4B inhibitor -4.0, TIM10 inh 33.2, mIAP inh -0.9, hIAP act 1.15, hIAP inh -15.2, mIAP act 1.01, NLRP3 yeast inh 14.0 and tim10-1 inh 4.1.
`COC(=O)c1oc(-c2ccccc2)nc1C` gave Apaf-1 inh 4.1, ATG4B inhibitor -0.7, TIM10 inh 9.6, mIAP inh 2.4, hIAP act 0.95, hIAP inh 5.0, mIAP act 0.976, NLRP3 yeast inh 4.1 and tim10-1 inh -5.8.
`COc1ccc(OC)c(-n2c(=S)[nH]c3cc(C(=O)N4CCC(C(N)=O)CC4)ccc3c2=O)c1` gave Apaf-1 inh 3.0, ATG4B inhibitor -8.5, TIM10 inh 16.7, mIAP inh -8.2, hIAP act 1.12, hIAP inh -11.6, mIAP act 1.08, NLRP3 yeast inh -6.3 and tim10-1 inh -2.4.
For NC(=O)C1CCN(C(=S)NCc2ccc3c(c2)OCO3)CC1 the results were Apaf-1 inh 6.0, ATG4B inhibitor -3.7, TIM10 inh -3.2, mIAP inh -5.2, hIAP act 1.39, hIAP inh -38.5, mIAP act 1.05, NLRP3 yeast inh -1.2 and tim10-1 inh 3.0.
For CCOC(=O)c1csc(N)n1 the results were Apaf-1 inh 4.0, ATG4B inhibitor -4.8, TIM10 inh -11.8, mIAP inh 1.2, hIAP act 1.1, hIAP inh -10.2, mIAP act 0.988, NLRP3 yeast inh 5.9 and tim10-1 inh -1.5.
CC(C)(C)c1ccc(Cn2nc(CC(=O)O)c3ccccc3c2=O)cc1 was read as Apaf-1 inh -2.9, ATG4B inhibitor 6.2, TIM10 inh 10.2, mIAP inh 4.1, hIAP act 0.998, hIAP inh 0.2, mIAP act 0.959, NLRP3 yeast inh 14.8 and tim10-1 inh 4.3.
Cc1ccc(OCCn2c(=O)oc3ccc(C)cc32)cc1 was read as Apaf-1 inh 12.4, ATG4B inhibitor -8.3, TIM10 inh -10.1, mIAP inh -9.7, hIAP act 1.05, hIAP inh -5.3, mIAP act 1.1, NLRP3 yeast inh 6.7 and tim10-1 inh 28.7.
For CCCn1ncc([C@@H]2C[C@H]3CN(Cc4cccc(Cl)c4)C(=O)[C@]34CCCN24)c1C the results were Apaf-1 inh 10.9, ATG4B inhibitor 5.8, TIM10 inh 4.2, mIAP inh -5.9, hIAP act 0.987, hIAP inh 1.3, mIAP act 1.06, NLRP3 yeast inh -2.2 and tim10-1 inh 22.1.
For N#C/C(=C(\O)C(F)(F)F)c1nnc2n1CCCCC2 the results were Apaf-1 inh 0.4, ATG4B inhibitor 1.2, TIM10 inh -10.3, mIAP inh -6.0, hIAP act 1.2, hIAP inh -19.7, mIAP act 1.06, NLRP3 yeast inh 7.0 and tim10-1 inh 3.4.
Screening NC(=O)NC(CC(=O)NCCCc1ccccc1)c1ccc(Cl)cc1 (stereo not given) returned Apaf-1 inh -21.3, ATG4B inhibitor -11.1, TIM10 inh -17.8, mIAP inh -2.3, hIAP act 1.07, hIAP inh -6.9, mIAP act 1.02, NLRP3 yeast inh -1.9 and tim10-1 inh -5.3.

Sorted by molar mass (lowest first): part of the list above
For CCOC(=O)c1csc(N)n1 the results were Apaf-1 inh 4.0, ATG4B inhibitor -4.8, TIM10 inh -11.8, mIAP inh 1.2, hIAP act 1.1, hIAP inh -10.2, mIAP act 0.988, NLRP3 yeast inh 5.9 and tim10-1 inh -1.5.
Screening NC(=O)NC(CC(=O)NCCCc1ccccc1)c1ccc(Cl)cc1 (stereo not given) returned Apaf-1 inh -21.3, ATG4B inhibitor -11.1, TIM10 inh -17.8, mIAP inh -2.3, hIAP act 1.07, hIAP inh -6.9, mIAP act 1.02, NLRP3 yeast inh -1.9 and tim10-1 inh -5.3.
CCSc1nnc(NC(=O)[C@@H](NC(=O)c2ccccc2)C(C)C)s1 was read as Apaf-1 inh 9.2, ATG4B inhibitor 16.2, TIM10 inh 20.2, mIAP inh -1.2, hIAP act 0.993, hIAP inh 0.7, mIAP act 1.01, NLRP3 yeast inh 17.3 and tim10-1 inh -0.1.
Screening CCN(Cc1ccc2c(c1)OCO2)C(=O)CSc1nc(C)nc2sc(C)c(C)c12 returned Apaf-1 inh 14.3, ATG4B inhibitor 58.4*, TIM10 inh -0.3, mIAP inh -0.9, hIAP act 0.937, hIAP inh 6.3, mIAP act 1.01, NLRP3 yeast inh 25.7 and tim10-1 inh 12.2.
